UPR CHOP act = activators of apoptotic CHOP UPR arm, primary screen, cell-based, CHO-CHOP luciferase reporter, luminescence, uHTS; activation, % at 10 µM; 330,000 tested, 0.34% active; UPR activation; percent of tunicamycin response over DMSO baseline;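 active = at 10 µM dose, activation of 40% or more, normalized to positive control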;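 note: 100% = tunicamycin at 10 µg/mL and 0% = DMSO alone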
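Evaluation: % reporter activation, DMSO baseline versus tunicamycin full activation; System: CHO-CHOP luciferase reporter cell line; Input: 500 cells/well; Incubation: 6 h compound treatment, 37 °C; Measured by: Steady-Glo luciferase luminescence; Dosing: one dose, 10 µM in 0.5% DMSO; Buffer or medium: F12 medium, 10% FBS; Benchmarks: positive tunicamycin 10 µg/mL, negative DMSO alone.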
Jurkat NFkB inh = inhibitors of induced NF-kB luciferase reporter, primary screen, TCR NF-kB activation inhibitor project, cell-based, luminescence, uHTS; AID 435003, 2010; Jurkat, PMA/ionomycin-induced NF-kB luciferase reporter; 330,000 tested, 0.53% active; inhibition, % at 4 µM; in the data active = inhibition above about 50%
APJ ag = agonists of human apelin receptor APJ, primary screen, CHO-K1 cells, PathHunter beta-arrestin, luminescence | activation, % at 20 µM | AID 2520, 2010 | P35414 | 330,000 tested, 0.11% active | 0% DMSO wells, 100% apelin;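 active = activation more than six SD over the plate average, tested at 20 µM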;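 note: 0% = DMSO alone and 100% = apelin-13 at 10 nM; some results filed as inactive read as strong as hits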
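Material: CHO-K1 APJ beta-arrestin complementation cell line; Input: cell density 1000 per well; Incubation: compound stimulation 90 min at 25 °C, detection 60 min; Signal: luminescence from split beta-galactosidase complementation, Galacton Star/Emerald II substrate; Controls: DMSO-only wells as negative, 10 nM Apelin-13 as positive control.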
Mdm2 MdmX PPI = inhibitors of human Mdm2-MdmX association, primary screen, cell-based, luminescence, split luciferase, SaOS-2, uHTS; Protein Mdm4 (Homo sapiens) + E3 ubiquitin-protein ligase Mdm2 (Homo sapiens), …; inhibition, % at 8 µM; 330,000 tested, 3% active; SaOS-2 split-luciferase Mdm2/MdmX complementation;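 active = inhibition of at least 50% at 8 µM in the primary screen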
Target sequence (O15151 whole entry, looked up): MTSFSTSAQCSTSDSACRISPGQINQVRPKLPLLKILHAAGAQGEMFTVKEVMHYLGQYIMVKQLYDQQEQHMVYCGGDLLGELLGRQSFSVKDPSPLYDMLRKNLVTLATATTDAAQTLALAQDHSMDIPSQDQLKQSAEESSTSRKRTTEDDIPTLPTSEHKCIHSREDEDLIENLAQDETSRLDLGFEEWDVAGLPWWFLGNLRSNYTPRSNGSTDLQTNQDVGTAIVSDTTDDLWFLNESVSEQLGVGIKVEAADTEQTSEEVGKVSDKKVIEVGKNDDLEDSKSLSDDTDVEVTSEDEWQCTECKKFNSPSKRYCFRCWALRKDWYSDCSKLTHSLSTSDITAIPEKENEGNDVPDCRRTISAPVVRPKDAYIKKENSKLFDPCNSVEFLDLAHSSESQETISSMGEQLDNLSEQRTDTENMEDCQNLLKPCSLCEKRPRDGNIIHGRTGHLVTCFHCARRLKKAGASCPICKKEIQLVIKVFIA
Target sequence (Q00987 whole entry, looked up): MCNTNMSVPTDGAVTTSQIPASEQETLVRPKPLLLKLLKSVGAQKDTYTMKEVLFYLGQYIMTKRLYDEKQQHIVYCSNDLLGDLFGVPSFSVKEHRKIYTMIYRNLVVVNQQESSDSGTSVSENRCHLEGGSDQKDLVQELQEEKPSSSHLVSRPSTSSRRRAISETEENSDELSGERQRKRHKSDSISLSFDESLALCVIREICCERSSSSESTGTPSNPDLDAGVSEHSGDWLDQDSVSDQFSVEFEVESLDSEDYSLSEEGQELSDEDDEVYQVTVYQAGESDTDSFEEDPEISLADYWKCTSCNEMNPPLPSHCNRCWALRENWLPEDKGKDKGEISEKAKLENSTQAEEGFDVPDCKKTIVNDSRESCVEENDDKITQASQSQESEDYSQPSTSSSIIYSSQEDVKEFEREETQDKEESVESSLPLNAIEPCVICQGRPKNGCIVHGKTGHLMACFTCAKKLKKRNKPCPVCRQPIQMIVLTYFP
XBP1 UPR activ = activators of adaptive XBP1 UPR arm, primary screen, cell-based, CHO-XBP1 luciferase reporter, luminescence, uHTS; AID 463104, 2010; IRE1-XBP1 UPR activation; percent of tunicamycin response, DMSO as zero; activation, % at 20 µM; 330,000 tested, 0.33% active;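 active = versus positive control, 20 µM dose yields 30% or more activation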;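 note: 100% = tunicamycin at 10 µg/mL and 0% = DMSO only wells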
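incubation = overnight seeding at 37 °C, 6 h compound treatment at 37 °C | assay system = CHO-XBP1 cells stably carrying IRE1-XBP1-driven luciferase reporter | input = 1000 cells per well | detection = luciferase luminescence | dosing = single point, 20 µM final compound, 1% DMSO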
tim23-1 inh = growth inhibitors of tim23-1 mutant yeast, primary screen, luminescence, uHTS; S. cerevisiae tim23-1 growth, BacTiter-Glo luminescence, 24 h; inhibition, % at 20 µM; 330,000 tested, 1.3% active; AID 463212, 2010;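 active = growth inhibition of the mutant yeast at or above 50%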;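 note: temperature-sensitive mutant grown at 25 °C; plate controls were DMSO-treated mutant yeast for no effect and medium wells lacking yeast for full effect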
697 NFkB inh = inhibitors of PMA/ionomycin-induced NF-kB reporter, 697 cells, primary screen, B-cell NF-kB inhibitor project, cell-based, luminescence, uHTS | 697 B-cell NF-kB luciferase reporter, 16 h | inhibition, % at 4 µM | 330,000 tested, 0.33% active | AID 435022, 2010; in the data active = inhibition above about 35%
APJ antagonist = antagonists of human apelin receptor APJ, primary screen, CHO-K1 cells, beta-arrestin complementation, luminescence | P35414 | inhibition, % at 20 µM | 330,000 tested, 0.32% active | AID 2521, 2010;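 active = inhibition above about 40% at 20 µM, limit read from the data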;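 note: cells challenged with 10 nM apelin-13 agonist together with compound; plate controls were apelin-13 plus DMSO wells for no effect and DMSO wells lacking apelin-13 for full effect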
Starred values were filed as active, the others as inactive; . = not tested or not shown.

Values run as follows: UPR CHOP act, APJ antagonist, APJ ag, tim23-1 inh, XBP1 UPR activ, 697 NFkB inh, Mdm2 MdmX PPI, Jurkat NFkB inh
CCOc1ccc(C(=O)NCc2ccco2)cc1Cl
  1.8, -18, -2, -8, -5, 14, 4, 4
CCC1(c2ccc(F)cc2)NC(=O)NC1=O (configuration not stated)
  2.1, 17, -2, 4, -4, 1, 24, 18
COc1ccc(NC(=O)CN(C)C(=O)C2=COCCO2)cc1
  -0.3, 3, -2, 7, -2, 6, 26, 7
C=CCNc1nc(C(=O)OCC(=O)c2ccc(OC)cc2OC)cs1
  3.4, 3, 9, 20, 1, -20, -43, -16
O=C(COC(=O)Cc1ccc(Cl)cc1)NCc1ccc(F)cc1
  -1.2, -8, 1, -1, 1, -9, -15, -6
Cc1cc(NC(=O)c2ccc(COc3ccccc3Cl)o2)no1
  1.5, -2, -2, -16, 6, 3, -5, -3
CC(=O)Nc1ccc(Oc2cc(C#N)c(C#N)cc2N2CCCCCC2)cc1
  7.3, 6, 0, 15, -1, 7, 13, 3
CC(C)(C)c1ccc(C(=O)NC(=O)COC(=O)c2ccco2)cc1
  2.5, 12, 1, 11, 3, 2, 6, 12
CCOc1ccc(C(CC(=O)O)NS(=O)(=O)c2ccc(C)cc2)cc1OC (configuration not stated)
  0.1, 3, 0, 12, -4, -8, 1, -5
CCOC(=O)c1csc(-n2nc(C)cc2C(F)(F)F)n1
  3.3, 8, -1, 6, 1, 11, 5, -7

Reformatted field by field: three of the compounds above.
> CC(C)(C)c1ccc(C(=O)NC(=O)COC(=O)c2ccco2)cc1
  UPR CHOP act: 2.5
  APJ antagonist: 12
  APJ ag: 1
  tim23-1 inh: 11
  XBP1 UPR activ: 3
  697 NFkB inh: 2
  Mdm2 MdmX PPI: 6
  Jurkat NFkB inh: 12

> CCOc1ccc(C(CC(=O)O)NS(=O)(=O)c2ccc(C)cc2)cc1OC (configuration not stated)
  UPR CHOP act: 0.1
  APJ antagonist: 3
  APJ ag: 0
  tim23-1 inh: 12
  XBP1 UPR activ: -4
  697 NFkB inh: -8
  Mdm2 MdmX PPI: 1
  Jurkat NFkB inh: -5

> CCOC(=O)c1csc(-n2nc(C)cc2C(F)(F)F)n1
  UPR CHOP act: 3.3
  APJ antagonist: 8
  APJ ag: -1
  tim23-1 inh: 6
  XBP1 UPR activ: 1
  697 NFkB inh: 11
  Mdm2 MdmX PPI: 5
  Jurkat NFkB inh: -7

Three compounds from above, sorted by their value in Jurkat NFkB inh, low to high:
smiles	Jurkat NFkB inh
CCOc1ccc(C(=O)NCc2ccco2)cc1Cl	4
COc1ccc(NC(=O)CN(C)C(=O)C2=COCCO2)cc1	7
CCC1(c2ccc(F)cc2)NC(=O)NC1=O (configuration not stated)	18

Next section
Values run as follows: UPR CHOP act, APJ antagonist, APJ ag, tim23-1 inh, XBP1 UPR activ, 697 NFkB inh, Mdm2 MdmX PPI, Jurkat NFkB inh
Cc1cccc(OC(C)C(=O)NCc2ccc(S(N)(=O)=O)cc2)c1 (configuration not stated)
  0.1, 9, -3, 3, -1, 7, -16, -3
O=C(O)c1ccccc1CSc1nnc2c(n1)[nH]c1ccccc12
  -0.1, 9, 1, 5, 0, -6, 8, 3
O=C(N/N=C/c1ccccc1C(=O)O)c1ccncc1
  -0.7, -2, 1, -9, -2, -2, 2, -6
CCOc1ccc(C(=O)NCC2CCCO2)cc1 (configuration not stated)
  1.8, -1, -3, 2, 3, -20, -6, -26
N#Cc1c(-c2ccccc2)ccn(Cc2ccccc2Cl)c1=O
  -3.9, 12, -2, 37, -2, -5, 26, 11
Clc1ccc(Cn2nnc(-c3ccccc3)n2)cc1
  5.2, -2, -2, 17, 3, -52, -15, -13
Brc1ccc(-c2nnc(SCCC3OCCCO3)o2)cc1
  2.3, 1, -3, 12, 5, -65, -59, -31
C=CCn1c(N2CCN(c3ccc(OC)cc3)CC2)nc2c1c(=O)n(C)c(=O)n2C
  -1.5, -30, 2, 19, 0, 5, 21, 13
COc1cc(SC)ccc1C(=O)Nc1ccc(Cl)cn1
  -7.0, -18, -1, 8, -10, -174, 46, -54
COc1ccc(OC)c(S(=O)(=O)NCC(c2ccc(F)cc2)N2CCN(C)CC2)c1 (configuration not stated)
  -0.8, 10, -2, -10, -2, 11, 11, 1

Reformatted as comma-separated lines: four of the compounds above
SMILES,UPR CHOP act,APJ antagonist,APJ ag,tim23-1 inh,XBP1 UPR activ,697 NFkB inh,Mdm2 MdmX PPI,Jurkat NFkB inh
O=C(O)c1ccccc1CSc1nnc2c(n1)[nH]c1ccccc12,-0.1,9,1,5,0,-6,8,3
O=C(N/N=C/c1ccccc1C(=O)O)c1ccncc1,-0.7,-2,1,-9,-2,-2,2,-6
CCOc1ccc(C(=O)NCC2CCCO2)cc1 (configuration not stated),1.8,-1,-3,2,3,-20,-6,-26
N#Cc1c(-c2ccccc2)ccn(Cc2ccccc2Cl)c1=O,-3.9,12,-2,37,-2,-5,26,11

Additional compounds:
Values run as follows: UPR CHOP act, APJ antagonist, APJ ag, tim23-1 inh, XBP1 UPR activ, 697 NFkB inh, Mdm2 MdmX PPI, Jurkat NFkB inh
CC(Sc1nnnn1C1CCCCC1)C(=O)O (configuration not stated)
  -1.7, 9, -2, -4, -2, -4, -12, -9
COc1cc2nc(Nc3cccc(F)c3)nc(N)c2cc1OC
  6.5, 12, 2, 2, 6, -1, -4, -40
O=C(NCCS(=O)(=O)N1CCN(c2ccccc2)CC1)C1CC(=O)N(c2ccccc2)C1 (configuration not stated)
  11, 11, -6, -9, -4, 5, 1, -12
O=C(Cc1cccs1)NC1(C(=O)NC2CCCC2)CCCCC1
  -0.1, 16, 2, 8, -4, -5, -4, 6
O=S(=O)(c1cccc2cccnc12)n1cnc2ccccc21
  -0.7, 15, -2, 17, -2, -19, 24, 9
O=S(=O)(c1cccc2cccnc12)N1CCN(Cc2ccccc2)CC1
  -2.2, 0, -3, 21, -2, 13, 13, -5
CC(=O)c1cc2c(cc1NS(=O)(=O)c1ccc3c(c1)OCCO3)OCO2
  -1.6, -17, 2, 36, -1, -26, 5, -30
CC(C)(C)OC(=O)C[C@@H]1C/C=C\C[C@@H](CC(=O)N(CCO)Cc2ccccc2)C(=O)N[C@H](C(C)(C)C)COC1=O
  1.4, 14, -2, 12, -2, 20, -5, 5
O=C(CSc1nnnn1-c1cccc2ccccc12)Nc1ccc(N2CCOCC2)c(Cl)c1
  -2.9, 14, -2, -1, 1, 24, 34, 1
Cc1c2c(n3c(nc4ccccc43)c1C#N)N(CCN1CCOCC1)CC2
  0.9, 13, 3, 14, -2, -6, -18, 1
O=C(O)c1ccc(SCc2cnc(Cl)s2)cc1
  -0.5, -7, -4, -3, 0, 9, 7, -2
CC1CCN(C(=O)C2CCN(S(=O)(=O)c3ccc4c(c3)CC(C)N4C(=O)C3CC3)CC2)CC1 (configuration not stated)
  1.5, 15, 1, 18, -4, 17, 20, 14
CCOCCCn1cnc2c(c1=O)c1nc3ccccc3nc1n2-c1ccccc1
  0.8, 0, -1, 26, 0, 16, -9, -1
CCOP(=O)(OCC)c1nc(/C=C/c2ccccc2)oc1NCc1ccccc1
  -1.7, 5, -2, 5, -3, -14, -4, 11
COC(=O)c1cc(N=Cc2c(O)c3ccccc3oc2=O)cc(C(=O)OC)c1
  2.3, -6, -4, 5, -4, -24, 8, 3
CCCCn1c(N)c(N(CCOC)C(=O)c2ccc(N(C)S(=O)(=O)c3ccc(C)cc3)cc2)c(=O)[nH]c1=O
  0.7, 2, -4, -2, -3, -22, 18, 11
CN(C)S(=O)(=O)c1ccc(Cl)c(NC(=O)COC(=O)CNC(=O)c2ccco2)c1
  -0.3, 8, -3, 3, 2, -1, 3, -8
O=C(CNC(=O)c1cccs1)N=Nc1c(O)[nH]c2ccc(Br)cc12
  0.3, 21, -5, -12, -7, 0, 2, 10
CCOC(=O)c1cn2nc(-c3ccc(OCC)cc3)cc2nc1C1CCN(C(=O)OC(C)(C)C)CC1
  0.4, 21, -22, 5, 0, 12, 14, 0
Cc1c2c(nc3ccccc13)CC(C)(C)CC2=O
  1.0, 3, -2, 24, -1, -6, 4, -11
COc1ccc(C(C(=O)NC2CCCCC2)N2CCC3(CC2)OCCO3)cc1 (configuration not stated)
  -0.2, 11, 1, 9, 0, -19, 15, -8
COc1cccc(NC(=O)C2CCCN2S(=O)(=O)c2ccc3c(c2)n(C)c(=O)c(=O)n3C)c1 (configuration not stated)
  1.9, 22, -5, -1, -3, 12, -8, 2
COC(=O)C1=CN(CCOC23CC4CC(CC(C4)C2)C3)C=C(C(=O)OC)C1c1ccsc1
  -1.8, 2, -3, 22, -3, 19, 27, -5
CN(Cc1ccccc1)C(=O)C(=O)c1cn(CC(=O)N2CCCC2)c2ccccc12
  -0.3, 0, -18, -6, -2, 11, 18, -5
O=C(COC(=O)/C=C/c1cccc(F)c1)Nc1ccccc1
  0.2, 14, 0, 17, -3, -28, 6, -30
CS(=O)(=O)c1ccc(Cl)c(NC(=O)c2cccc(N3C(=O)CCC3=O)c2)c1
  0.5, -68, 0, 4, -4, 9, -19, 16
COC(=O)c1ccc(C2C(C#N)=C(N)Oc3cc(N)ccc32)cc1 (configuration not stated)
  0.4, 18, -3, 12, -5, 8, 16, 12
Cc1c(Cl)cccc1NC(=O)c1cc(S(=O)(=O)N2CCOCC2)cn1C
  0.4, 0, -1, 5, -3, 2, -2, -7
O=Cc1ccc(-c2ccc(C(=O)O)cc2)o1
  3.0, 6, -1, 8, -1, 11, 28, 6
O=C1c2ccccc2C(=O)N1c1ccc(Cl)cn1
  -0.3, 38, 1, 23, 1, -74, -6, -3
C/C(=C\C(=O)c1ccccc1)NNc1nc2ccccc2s1
  4.9, 5, -4, 34, 0, -12, -22, -15
Cc1c(C)n2c(SCC(=O)N3CCCCCC3)nnc2[nH]c1=O
  -2.0, 2, -1, -2, -1, 15, 1, 11
O=C(CN1C(=O)NC(c2ccccc2)(c2ccccc2)C1=O)N1CCN(c2ccccc2F)CC1
  -1.1, -3, -2, 14, -1, 6, 3, 12
CCn1c(-c2cccnc2Cl)nc2cc(Cl)c(Cl)cc21
  5.4, 11, -2, 28, 2, -23, -9, -41
CCOC(=O)C1=CN(Cc2cccc(F)c2)S(=O)(=O)N(CC)C1c1ccc(F)c(Cl)c1 (configuration not stated)
  4.9, ., ., 41, 0, -21, 23, .
CCOC(=O)N1CCN(C(=O)/C=C/c2ccc(C(C)(C)C)cc2)CC1
  0.5, -9, -1, 22, -6, -7, 14, -18

High-throughput results deposited in PubChem by Sanford-Burnham Center for Chemical Genomics.
